# S3 lipid droplet: qHTS Assay for Lipid Storage Modulators in Drosophila S3 Cells | Drosophila S3 cells, BODIPY lipid droplet fluorescence, 18-24 h; cells fed with added oleic acid | Potency in µM for hits, for the others lipid storage change, negative = inhibition, % at the top dose, mostly 46.1 µM | actives 0.64% (n = 320,000); active means well fitted inhibition curve with a large enough effect in the signal ratio, with a control signal flat, not every such curve was filed as active; inconclusive means small, poorly fitted or top-dose-only effect, or effect the other way, or a change in a side signal; the % refers to the signal ratio
#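 Drosophila S3 cells loaded with oleic acid (400 uM, as added) and compounds at several concentrations; lipid droplets imaged by 488-nm laser-scanning cytometry, 500–530 nm intensity and object ratio to cell channel. Percent activity normalized to 20 uM Triacsin C.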
# S3 lipid droplet cell count max: second read-out of S3 lipid droplet, no call of its own (marks repeat the call); cell number change, %; measured here: cell count max response;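 cells counted by Cell Tracker Red CMTPX staining in the red channel; peak over a dose series mostly up to 46.1 µM; percent activity relative to internal control wells on each plate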
# An asterisk follows results filed as active; i = inactive; ? = inconclusive; . = not tested or not shown; [ ] = another dose, or the depositor's remark. On the % scale 0 is the no-effect control and ±100 the full control effect; potency means the concentration at half of the fitted maximal effect.
SMILES	S3 lipid droplet	S3 lipid droplet cell count max
CCCC(=O)OCC(=O)Nc1cc(C(C)(C)C)nn1-c1ccccc1	i	25
Cc1ccc(-n2nnc3c(=O)n(CC(=O)NCC4CCCO4)cnc32)cc1 (configuration not stated)	0%	-10
O=C(OCC(=O)N1CCCCCC1)c1ccc(S(=O)(=O)N2CCOCC2)cc1	?	.
CN(CC(=O)Nc1cccc(F)c1)C(=O)c1cn(-c2ccccc2)nc1-c1ccccc1	?	.
Cc1c(C(=O)N2CCOCC2)c(S(=O)(=O)Nc2ccc(OC(F)(F)F)cc2)c(C)n1C	?	.
CC(C)c1onc(C(=O)N(C)C2CCCCC2)c1[N+](=O)[O-]	9%	4
COc1ccccc1NC(=O)CCN1CCN(c2ccc(Cl)cc2)CC1	-7%	-3
Fc1ccc(CSc2nsc(SCc3ccc(F)cc3)n2)cc1	?	.
COc1ccc(C(=O)N/C(=C/c2cccc3ccccc23)C(=O)NCCc2c[nH]c3ccccc23)cc1OC	6%	-2
CCSc1nc2nc(C)cc(C)n2n1	?	.

# Continued (six carried over from the part before).
SMILES	S3 lipid droplet	S3 lipid droplet cell count max
Cc1c(C(=O)N2CCOCC2)c(S(=O)(=O)Nc2ccc(OC(F)(F)F)cc2)c(C)n1C	?	.
CC(C)c1onc(C(=O)N(C)C2CCCCC2)c1[N+](=O)[O-]	9%	4
COc1ccccc1NC(=O)CCN1CCN(c2ccc(Cl)cc2)CC1	-7%	-3
Fc1ccc(CSc2nsc(SCc3ccc(F)cc3)n2)cc1	?	.
COc1ccc(C(=O)N/C(=C/c2cccc3ccccc23)C(=O)NCCc2c[nH]c3ccccc23)cc1OC	6%	-2
CCSc1nc2nc(C)cc(C)n2n1	?	.
COC(=O)CN(C)C(=O)c1ccccc1OC1CCN(S(C)(=O)=O)CC1	?	.
CNS(=O)(=O)c1cccc(C(=O)OCC(=O)Nc2cc(F)ccc2F)c1	-28%	-15
CCn1nccc1C(=O)Nc1ccc(C)c(C)c1	?	.
Cc1cccc(NC(=O)CSCC(=O)NNC(=O)c2ccoc2C)c1	0%	19
O=C(Cn1nnc(-c2cccc(C(F)(F)F)c2)n1)NC1CCCC1	?	.
NC(=O)c1ccsc1NC(=O)c1ccc(S(=O)(=O)N2CCCCC2)cc1	-18%	2
O=C1NC2=C(C(=O)CCC2)C(c2ccc(OC(F)F)cc2)N1 (configuration not stated)	i	2
COc1cccc(CN2CCc3ccc(NC(=O)CCc4ccc(C)cc4)cc3C2)c1O	?	.
CC(C)Oc1ccc(C(=O)Nc2cc(S(=O)(=O)N3CCOCC3)ccc2N2CCOCC2)cc1	?	.
Cc1ccc(N(C(=O)Cn2nnc(-c3ccc(F)cc3)n2)C(CC(C)C)C(=O)NCC2CCCO2)cc1 (configuration not stated)	?	.

# (cont.)
SMILES	S3 lipid droplet	S3 lipid droplet cell count max
CCn1c(C)nc2cc(C(=O)NNC(=O)Nc3ccc(Cl)c(Cl)c3)ccc21	0%	-1
COc1ccc(CCNC(=S)NCCc2c[nH]c3ccccc23)cc1	?	.
Cc1nnc(-c2ccccc2)c[n+]1[O-]	?	.
COc1cc(-c2nnc(-c3ccc(S(=O)(=O)c4ccccc4)cc3)o2)cc(OC)c1OC	?	.
CCN1CCN(S(=O)(=O)c2ccc(OC)c3ccccc23)CC1	?	.
Cc1cc(C)n2nc(C(=O)Nc3ccc(S(=O)(=O)N4CCCCC4)cc3)nc2n1	?	.
O=C(Nc1c(Cl)cccc1Cl)C1CCC1	?	.
CN(CC(=O)Nc1ccc(F)cc1)C(=O)COc1ccc([N+](=O)[O-])cc1Cl	17%	.
COc1cccc(-c2nn(-c3ccc(C)cc3)cc2C(=O)N2CCc3cc(OC)c(OC)cc3C2)c1	-9%	20
COc1cc2c(cc1OC)C(C)=NC1(CCCCC1)C2	-19%	.

# Later entries:
SMILES	S3 lipid droplet	S3 lipid droplet cell count max
Cn1ccnc1C1CCCCN1Cc1nc(-c2ccc3c(c2)OCO3)no1 (configuration not stated)	-5%	6
CC(C)(C)NS(=O)(=O)c1ccc2nc(NC(=O)Cc3cccs3)sc2c1	i	.
Cc1ccc(Nc2nc(C)nc3c2oc2ccccc23)cc1	-2%	4
O=C(O)c1cccc(Cn2c(Cl)c(/C=N/NC(=O)c3ccco3)sc2=O)c1	i	5
COc1ccc(/C=C/C(=O)c2ccc([N+](=O)[O-])o2)cc1	-7%	6
CC(C)(C)NC(=O)NC(=O)COC(=O)c1cccc(NS(=O)(=O)c2ccc(F)c(F)c2)c1	11%	-1
O=C(Cn1cccc1)N1CCN(C(c2ccccc2)c2ccccc2)CC1	i	.
COc1ccc(C(=O)N2CCC(C(=O)Nc3ccc4c(c3)OCCO4)CC2)cc1	?	.
CCCCC(=O)NC(=S)NNC(=O)c1ccc(Cl)cc1Cl	15%	7
O=C(Nc1cccc(NC(=O)C2CC2)n1)C1CC1	11%	-1

# Next part
SMILES	S3 lipid droplet	S3 lipid droplet cell count max
CC(=O)c1cc2c(C)c(C(=O)c3ccccc3)oc2cc1O	26%	1
CCOC(=O)N1CCN(C(=O)CSc2ccc3nnc(CCNC(=O)c4ccccc4)n3n2)CC1	?	.
Cc1nc2ccccc2n1CC(O)Cn1c2ccccc2c2ccccc21 (configuration not stated)	?	.
CC(=O)NS(=O)(=O)c1ccc(NC(=O)/C=C/c2ccco2)cc1	?	.
CCC(C)(C)n1nnnc1C(C(C)C)N(CCN1CCOCC1)Cc1cc2cccc(C)c2[nH]c1=O (configuration not stated)	?	.
COc1cc(C(=O)Nc2sc3c(c2C(=O)NCc2ccco2)CCCC3)cc(OC)c1OC	?	.
Cc1nc(-c2noc(-c3ccccc3Cl)n2)c(C(F)(F)F)o1	11%	18
COc1cc(C(=O)Nn2c(CC(C)C)nc3ccccc3c2=O)cc(OC)c1OC	?	.
Nc1nc(-c2ccccn2)nc(N)c1Cc1ccc(Cl)cc1Cl	?	.
CC(=O)Oc1ccc2c3c(c(=O)oc2c1)CCCC3	?	.

# (cont.)
SMILES	S3 lipid droplet	S3 lipid droplet cell count max
O=C(c1ccc(Br)o1)N1CCN(c2ccc3nnc(-c4ccc(F)cc4)n3n2)CC1	?	.
O=C(Cc1ccccc1)Nn1c(O)c(/C=C2\C=Nc3ccccc32)sc1=S	?	.
COc1ccc(-c2nnc3ccc(SCC(=O)Nc4cc(C)on4)nn23)cc1	0%	8
O=C(Cc1ccccc1F)Nc1ccc2c(c1)CCC2	?	.
O=C(NC(Nc1nc2ccc([N+](=O)[O-])cc2s1)(C(F)(F)F)C(F)(F)F)c1ccccc1Cl	5.8µM*	-27*
Cn1cc(CNCc2cnc3ccccn23)c(-c2ccc(Oc3ccccc3)cc2)n1	22%	7
Cc1cc(C)nc(N/N=C/c2ccccc2OCc2ccccc2)n1	i	.
Cc1nc(SCC(=O)N2CCc3ccccc32)n[nH]1	?	.
CCCCC(=O)N1CCN(c2nc3ccc(OCC)cc3s2)CC1	?	.
CC(=O)N1c2ccc(S(=O)(=O)NCC3CCC(C(=O)N4CC(C)CC(C)C4)CC3)cc2CC1C (configuration not stated)	i	1

# Other compounds:
SMILES	S3 lipid droplet	S3 lipid droplet cell count max
Cc1ccc(NC(=O)C(C)N=C2NS(=O)(=O)c3ccccc32)cc1 (configuration not stated)	?	.
CCc1ccc(NC(=O)c2nc(S(=O)(=O)Cc3ccccc3)ncc2Cl)cc1	1.2µM*	-18*
COc1nc(NCCN2CCOCC2)nc(Nc2ccc([N+](=O)[O-])cc2)n1	i	23
COc1ccc(C/C(=N\OC(C)=O)c2ccc(OC)cc2)cc1	10%	7
Cc1ccc2c(CN(C)Cc3ccc(Cl)cc3Cl)cc(=O)oc2c1	?	.
CCn1c(SCC(=O)NC2CCCC2)nnc1C(C)C	i	-11
CNC(=O)/C(C#N)=c1\s/c(=C/C(=O)OC)c(=O)n1-c1ccccc1	?	.
CCOC(=O)c1sc(NC(=O)CN2C(=O)NC3(CC(C)CC(C)(C)C3)C2=O)c(C(=O)OCC)c1C (configuration not stated)	4%	1
O=C(O)CCCn1cc(NC(=O)COc2ccc(F)cc2F)cn1	i	-15
CN1c2ccccc2C(O)=C(C(=O)Nc2ccccc2)S1(=O)=O	15%	.

# Next part.
SMILES	S3 lipid droplet	S3 lipid droplet cell count max
Cc1ccc(NC(=O)CN2C(=O)COc3ccc(S(=O)(=O)N4CCCC4)cc32)c(C)c1	i	7
Cc1ccc(SCCNC(=O)C(CO)(CO)CO)cc1	4%	.
O=c1nc(Nc2ccc([N+](=O)[O-])cc2)[nH]c(=O)[nH]1	4%	29
CCOc1ccc2nc(N3CCCN(C(=O)Nc4ccccc4C)CC3)c(C#N)cc2c1	?	.
CC(=O)c1ccc(OCCCC(=O)NC2CCC(C)CC2)cc1 (configuration not stated)	?	.
O=C(CSc1ncnc2c1oc1ccccc12)c1cccs1	?	.
Cc1cccc(C)c1NCc1n[nH]c(=S)n1-c1ccccc1	?	.
O=C1C=C(c2ccc3[nH]ccc3c2)C[C@@H](c2ccc(Cl)cc2)C1	i	-36
COc1cc(OC)cc(C(=O)NCCSCc2ccco2)c1	i	.
CC(=O)N[C@@H](CC(=O)N[C@H](CCC(=O)O)C(=O)O)C(=O)O	-21%	.

# Additional structures follow:
SMILES	S3 lipid droplet	S3 lipid droplet cell count max
CC1CCN(C(=S)c2ccc3c(c2)OCO3)CC1	i	.
O=C(COC(=O)CSc1nnc(-c2ccc(Cl)cc2)o1)NCc1ccc2c(c1)OCO2	i	25
Cc1cc(C#N)c(C)c(SCc2[nH]nc3c2C(c2ccccc2)C(C#N)=C(N)O3)n1 (configuration not stated)	-4%	-13
CC12CCC(C(=O)NCCCn3ccnc3)(OC1=O)C2(C)C (configuration not stated)	i	.
COCCNc1ncnc2c1cnn2-c1ccc(Cl)cc1	?	.
O=C(CCC1CCCCC1)NCc1cccs1	?	.
CCC1=Nc2cc(C(=O)NCc3ccco3)ccc2Sc2ccc(Cl)cc21	?	.
O=C(O)c1cc(/C=C/c2ccc(N3CCOCC3)cc2)nc2ccccc12	?	.
Cc1[nH]c2ccc(F)cc2c1CCN(Cc1ccncc1)C(=S)Nc1ccc(F)cc1	0%	1
CCCc1[nH]n(-c2ccc(F)cc2)c(=O)c1C=Nc1ccc(C)cc1	?	.

# The listing continues:
SMILES	S3 lipid droplet	S3 lipid droplet cell count max
Cc1ccccc1CC(=O)Nc1cccc(S(=O)(=O)N2CCCC2)c1	?	.
O=C(CN1C(=O)C2CC=CCC2C1=O)Nc1ccc(S(=O)(=O)Nc2ncccn2)cc1 (configuration not stated)	?	.
Cc1cccc(N2CCN(S(=O)(=O)c3ccc4[nH]c(=O)c(=O)[nH]c4c3)CC2C)c1 (configuration not stated)	?	.
COc1cccc(Cn2nnc(C(=O)Nc3ccc(C)cc3)c2N)c1	2%[9.22 µM]	12
CON/C=C(\C=Nc1ccc(C(F)(F)F)cc1)c1ncc(C(F)(F)F)cc1Cl	26%	16
CCC(C)(C)n1nnnc1C(c1cc2cc(C)ccc2[nH]c1=O)N1CCCc2ccccc21 (configuration not stated)	?	.
Cc1cc([N+](=O)[O-])nn1CCCC(=O)NC(C)c1ccccc1 (configuration not stated)	?	.
O=C(COc1ccc(Br)cc1)NCCCNC(=O)c1cnccn1	i	17
Cc1ccc(NC(=O)/C(C#N)=C/c2cccs2)c(C)c1	?	.
CCOC(=O)C(=O)NCc1ccc(/C=C2/N=C(C)C(C(=O)OCC)=C2O)o1	-10%	2

# More results
SMILES	S3 lipid droplet	S3 lipid droplet cell count max
CC(=O)N1CCC(=NNc2ccc(S(=O)(=O)N3CCOCC3)cc2[N+](=O)[O-])CC1	?	.
O=C(Nc1ccccc1Br)C1CCN(C(=O)Cc2ccccc2)CC1	?	.
COc1ccc2c(c1)C(C1=C(O)CC(C)(C)CC1=O)C1=C(CC(C)(C)CC1=O)O2 (configuration not stated)	?	.
O=C(CCCN1C(=O)/C(=C/c2cccc(Br)c2)SC1=S)NCCCN1CCOCC1	?	.
Cc1nc2ccccn2c1C(=O)CSc1cccc(Cl)c1	?	.
O=c1c2cc3c(cc2[nH]c(=S)n1Cc1ccco1)OCO3	9%	-7
CCOC(=O)C1=C(COC(=O)c2cccc(N(C)C)c2)NC(=O)NC1C (configuration not stated)	i	.
COCc1cc(C)nc2sc(C(=O)Nc3ccc(OC)cc3)c(N)c12	-11%	-3
CN(C)C(=O)c1ccc(-c2n[nH]c(=O)c3ccccc23)cc1	-1%	5
COc1ccc(/C=N/n2c(C)nc3c([nH]c4ccccc43)c2=O)cc1CN1CCCC(C)(C)C1	0%	8

# Next part.
SMILES	S3 lipid droplet	S3 lipid droplet cell count max
CC(=O)C(Cc1ccccc1)NC(=O)CN1CCN(Cc2ccccc2)CC1 (configuration not stated)	?	.
CCC(C)Oc1nc(C)cc(C)c1S(=O)(=O)c1ccccc1C (configuration not stated)	-21%	4
O=C(CSc1c[nH]c2ccccc12)NCc1ccc2c(c1)OCO2	i	.
COc1cc2c(c(OC)c1OC)-c1ccc(OC)c(=O)cc1[C@@H](N(C)CC#CCO)CC2	0%	9
C=CCOn1c(=O)c(-c2ccc(F)cc2)[n+]([O-])c2ccccc21	?	.
CCOc1ccc(C(=O)c2ccccc2C(=O)O)cc1OCC	?	.
Cc1cc(C)cc(NC(=O)N2CCCN(c3ncccc3[N+](=O)[O-])CC2)c1	-9%	-1
Cc1cc(C(F)(F)F)cc(NNC(=O)NC(=O)c2ccccc2Cl)n1	17%	10
Cc1nc(N)nc(OCC(F)(F)C(F)F)c1Br	-6%	9

# Some of the compounds tested, so the mix of outcomes need not match the whole.
